# Source: PubChem BioAssay
# PGC1a acetyl inh: modulators of PGC1a acetylation. U2OS PGC1a acetylation, AlphaScreen anti-acetyl-lysine; with virally co-expressed GCN5 acetyltransferase. inhibition, % at 15.6 µM. actives 0.17% (n = 350,000);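 active means every replicate shows inhibition of at least 40%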;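 further: 0% = neutral control wells and 100% = positive control wells; some results beyond the cut were filed as inactive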
# Cneo AK release: causes C. neoformans cell lysis; actives 0.2% (n = 360,000); lysis activity, % at 15 µM; adenylate kinase release luminescence, 4 h; normalised: neutral wells 0, clomiphene wells 100;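 active means mean lysis activity across replicates of at least 80%, whatever share of replicates individually reach that level; inactive means mean lysis activity below 80%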
#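 Material: C. neoformans cells | Amount: Yeast cell density of 5 × 10^6 cells/mL | Medium: Fresh YPD growth medium | Dosing: Single dose | Times: Static 4 h at 37 °C with compound, 1 h detection | Detection: AK luminescence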
# miR122 inh: miR-122 inhibition in Huh7 cells; Huh7 miR-122 Renilla luciferase sensor, 48 h; neutral wells = 0, positive control = 100; activation (reporter increase), % at 12.5 µM; actives 0.3% (n = 340,000); AID 602342;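 active means mean replicate activation score at least 90 and every replicate individually at or above 90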;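 further: higher luciferase means less miR-122 activity so hits act as miR-122 inhibitors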
# PglD DTNB: inhibitors of Campylobacter jejuni PglD acetyltransferase; purified PglD enzyme, DTNB colorimetric CoA detection; inhibition, % at 12.5 µM; actives 0.098% (n = 360,000); in the data active means inhibition above about 16%, passing the limit was not always enough; further: strong numbers were not always called active
# E-sel inducer: E-selectin induction on HUVECs; P16581; HUVEC E-selectin immunofluorescence imaging; normalized: neutral wells 0, TNF-alpha wells 100; activation, % at 7.58 µM; actives 0.37% (n = 260,000); AID 686992;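 active means mean E-selectin-positive cell signal at least 10% of the positive control, reached in at least 60% of replicates, without over 20% cell loss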;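 further: in these data hits start at about 27%; measured in HUVEC primary endothelial cells; signal is the percent of cells scored E-selectin positive by PE staining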
# Target sequence (P16581 whole entry, looked up): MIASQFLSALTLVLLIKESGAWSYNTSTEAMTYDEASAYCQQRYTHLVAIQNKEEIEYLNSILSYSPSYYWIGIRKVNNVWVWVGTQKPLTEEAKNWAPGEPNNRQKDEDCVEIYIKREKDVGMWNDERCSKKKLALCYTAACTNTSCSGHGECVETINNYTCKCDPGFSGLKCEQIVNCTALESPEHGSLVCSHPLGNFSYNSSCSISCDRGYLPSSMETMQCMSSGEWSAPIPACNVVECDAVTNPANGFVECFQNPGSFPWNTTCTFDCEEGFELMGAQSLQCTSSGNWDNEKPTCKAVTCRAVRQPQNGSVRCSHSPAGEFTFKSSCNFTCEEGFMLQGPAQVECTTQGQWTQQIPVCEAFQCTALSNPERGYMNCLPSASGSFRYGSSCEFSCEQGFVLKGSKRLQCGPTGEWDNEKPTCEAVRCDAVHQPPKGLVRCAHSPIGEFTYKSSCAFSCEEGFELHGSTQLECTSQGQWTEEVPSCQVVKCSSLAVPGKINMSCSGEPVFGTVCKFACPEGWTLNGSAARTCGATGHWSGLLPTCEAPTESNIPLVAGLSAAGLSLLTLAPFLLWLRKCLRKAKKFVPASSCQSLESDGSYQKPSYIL
#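 System: HUVEC, human umbilical vein endothelial cells; quantity: 3,000 cells/well; buffer or medium: EGM-2 medium, gelatin-coated wells; dosing: single-point compound dose; detection: immunofluorescence imaging; evaluation: % PE-positive cells; benchmarks: TNF-alpha, DMSO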
# ERAP1 HTS inh: blocks human ERAP1 aminopeptidase activity; inhibition, % at 10.7 µM; AID 652197; actives 0.15% (n = 340,000); Q9NZ08; recombinant ERAP1, Leu-AMC fluorescence, 60 min;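 active means mean replicate inhibition of at least 30%, or all replicates individually reaching that 30% level; inactive means mean below 30% and not every replicate reaching it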;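 further: 0% = neutral control wells and 100% = L-leucinethiol positive control wells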
# RAD54 branch: blocks human RAD54 Holliday junction branch migration; AID 602329; actives 0.14% (n = 360,000); Q92698; FAM/BHQ fluorescence; inhibition, % at 10.4 µM;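 active means mean normalized replicate activity at least 40 and at least half of replicates scoring 40 or more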;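 further: 0% = median of neutral control wells and 100% = median of positive control wells; inhibitors cause a drop in the FAM fluorescence signal; in these data hits start at about 50%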
# RAD52 anneal inh: blocks human RAD52 DNA annealing; P43351; recombinant RAD52 DNA annealing, FRET fluorescence; inhibition, % at 18.7 µM; actives 0.46% (n = 360,000); AID 651710;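 active means every replicate showing at least 50% inhibition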
# Target sequence (P43351 whole entry, looked up): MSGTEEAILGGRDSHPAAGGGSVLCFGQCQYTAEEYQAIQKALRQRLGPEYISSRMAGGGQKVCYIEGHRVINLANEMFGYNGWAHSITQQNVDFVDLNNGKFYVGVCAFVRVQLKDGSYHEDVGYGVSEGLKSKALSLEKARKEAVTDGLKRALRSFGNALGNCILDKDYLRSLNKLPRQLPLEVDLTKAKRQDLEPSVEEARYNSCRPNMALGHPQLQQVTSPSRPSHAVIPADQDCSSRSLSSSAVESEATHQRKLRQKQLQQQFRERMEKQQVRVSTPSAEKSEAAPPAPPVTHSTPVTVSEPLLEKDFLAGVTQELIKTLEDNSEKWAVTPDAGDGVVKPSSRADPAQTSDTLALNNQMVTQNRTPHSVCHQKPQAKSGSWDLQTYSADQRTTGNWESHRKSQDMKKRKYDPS
# Numbers without * were called inactive; · = no result given; & = joins results of further samples; ! = a repeat was not active; [ ] = dose if it differs, or a comment.
SMILES,PGC1a acetyl inh,Cneo AK release,miR122 inh,PglD DTNB,E-sel inducer,ERAP1 HTS inh,RAD54 branch,RAD52 anneal inh
O=C1c2cc(S(=O)(=O)NCCCO)ccc2-c2ccc(S(=O)(=O)NCCCO)cc21,13,-2,-6,-6,·,·,0,·
CCOc1ccccc1CN1CCN(Cc2cccc3nonc23)CC1CCO (stereo not given),1,-15,1,6,·,5,2,-22
Cc1cc(=O)oc2c(C)c(OCC(=O)N3CCC(C(=O)O)CC3)ccc12,6,3,-21,-2,·,3,-1,0
COCCN(C(C)=O)c1nnc(-c2cnccn2)s1,4,0,6,0,·,·,-1,·
Cc1cc(C)cc(N(CC(=O)Nc2cccc(C)n2)S(=O)(=O)c2c(C)noc2C)c1,·,-1,·,-1,·,·,8,-18
CCOC(=O)c1c(CN(C)C)n(-c2ccccc2)c2cc(Br)c(OC)cc12,-6,0,-3,10,0.3,-1,28,15
O=C(CCn1cccc1)NCc1ccccc1,1,3,-4,0,·,·,-5,·
Cc1csc(CNC(=O)C2CCC(=O)N(CCCc3ccccc3)C2)n1 (stereo not given),0,0,-5,1,1.0,-3,-8,-10
CCc1ccc(C(=O)NNC(=O)C2CC(=O)N(c3ccc4c(c3)OCCO4)C2)cc1 (stereo not given),3,0,11,1,-0.4,-1,-3,-8
CCCN(CCC)CCCNC(=O)c1cn(CCOC)c(=O)c2c1c1ccccc1n2C,-10,-3,-3,0,·,·,3,·
Cc1ccc(-n2ccc(=O)c(C(=O)Nc3ccc(S(=O)(=O)Nc4nccc(C)n4)cc3)n2)cc1,-10,1,11,-3,·,1,-4,-13
C=C(C)CSc1nc(N)c2c(C)c(C)sc2n1,-20,-1,-4,0,·,·,-2,·
CCCCCNC(=O)CCCCn1c(=O)[nH]c2cc(OCC)c(OCC)cc2c1=O,-1,0,-5,3,·,·,1,·
COc1ccc(Cl)cc1Nc1nc(C)cc(C)c1C(N)=O,-5,4,10,0,·,·,1,·
CC(C)(C)c1ccc(C(=O)N2CCN(S(=O)(=O)c3ccc(Br)s3)CC2)cc1,2,1,-6,6,·,-1,-1,7
Cc1ccc(C(=O)Nc2c(C)cc(-c3ccccc3)oc2=O)cc1,-13,·,2,·,3.5,1,·,-1
O=C(CCC1COc2ccccc2O1)Nc1cccnc1 (stereo not given),15,-2,9,8,·,·,7,·
CO[C@H]1CN(C)C(=O)c2cc(NC(=O)Nc3cc(Cl)cc(Cl)c3)ccc2OC[C@H](C)NC[C@H]1C,6,·,-12[16.7 µM],·,0.0,·,·,33
CN(CC(=O)Nc1ccccc1Cl)C(=O)CSC(=S)N1CCCC1,·,1,-3,7,-0.2,-2,-2,-5
CN(C)C(=O)COc1ccc(C(=O)/C=C/c2cccnc2)cc1,10,3,-14,2,·,0,-8,-7
CCCCC(=O)Nc1ccc(C(=O)NCCN2CCOCC2)cc1,17,1,4,2,·,-3,1,-19
O=S(=O)(c1ccccc1)N1C[C@@H]2N[C@H](C1)C2c1ccc(/C=C/c2ccccc2)cc1 (stereo not given in full),-34&-4,·,·,·,0.0&0.4,-1&1,·,87*!
CCCCN1C(=O)C(CC(=O)NCCCN(C)C)CC(C(=O)N2CCOCC2)=C1C (stereo not given),11,·,1,·,-0.1,-2,·,-5
Cc1ccc2[nH]c3c(c2c1)CN(C)CC3,-16,0,-4,-3,·,·,5,·
CCS(=O)(=O)N1CCCC(C(=O)NCc2ccc(C)cc2)C1 (stereo not given),-3,2,-4,-7,·,·,-2,·
Cc1nnc(NC(=O)C2COc3ccccc3O2)s1 (stereo not given),7,5,-6,-6,·,·,-33,·
C[C@H]1CN([C@@H](C)CO)C(=O)c2c(c3ccccc3n2C)-c2ccccc2CO[C@@H]1CN(C)C,-7,-3,·,-1,-0.2,0,1,1
O=C1CC(N2CCSCC2)C(=O)N1CCc1ccccc1 (stereo not given),0,-4,-2,6,·,·,-2,·
CCOc1cc(/C=C2/NC(=S)NC2=O)ccc1OCc1ccc([N+](=O)[O-])cc1,1,-1,8,-3,·,·,-3,·
COc1ccccc1N(CC(=O)N(C)Cc1ccccc1)S(=O)(=O)c1cccs1,·,0,·,0,·,-2,3,0
CCCCC(CC)CN=C(N)NC(N)=NCCCCCCN=C(N)NC(N)=NCC(CC)CCCC (stereo not given),-1,23,-22,10,·,·,24,·
Cc1nnc(N2C(=O)c3cccc4c([N+](=O)[O-])ccc(c34)C2=O)s1,-25,-2,-11,-3,·,-1,3,-42
CCCC(=O)Nc1ccc2c(c1)C(=O)N(C)[C@@H]1CC[C@@H](CC(=O)Nc3cn(C)nc3C)O[C@H]1CO2,4,-1,25[16.7 µM],2,0.2,-1,-3,-10
O=C(OCC(=O)N1CCCC1=O)c1ccc(F)c(S(=O)(=O)N2CCOCC2)c1,·,-1,·,0,-0.2,-2,2,-23
O=C(Nc1ccccc1F)N1C[C@@H]2N[C@H](C1)C2c1ccc(/C=C/c2ccccc2)cc1 (stereo not given in full),-7,·,·,·,-0.1,2,·,69*
Cc1ccc(CNC(=O)CN2C(=O)COc3ccc(S(=O)(=O)N4CCCCC4)cc32)o1,-7,-1,1,-5,·,-3,7,-9
CCOC(=O)N1CCN(CCC(=O)Nc2ccc(Br)c(C)c2)CC1,-5,·,-7,·,0.1,-1,·,0
O=C(c1ccc(F)cc1)n1cc(C(=S)N2CCOCC2)c2ccccc21,-3,·,·,·,0.1,2,·,0
COc1ccc(C=C2C(=O)OC(C)(C)OC2=O)cc1OC,·,1,·,·,0.3,-5,6,-17
CCN(CC(=O)NCc1ccco1)S(=O)(=O)c1ccc(OC)cc1,·,0,-2,5,·,0,9,-15
O=C(NC1CCCC1)c1cc(-c2ccc(Cl)cc2Cl)on1,9,-5,-3,6,·,0,-6,-10
OC[C@H]1[C@@H](c2ccc(-c3ccncc3)cc2)[C@@H]2CN(Cc3ccccn3)CCCCN12,1,-2,-1[16.7 µM],-2,0.4,·,2,·
CC(C)CC#Cc1ccc([C@@H]2[C@H]3CN(C(=O)Nc4ccc(F)cc4)CC(=O)N3[C@H]2CO)cc1,-11,·,·,·,-0.1,3,·,-17
COc1ccc(CN(C)C[C@@H]2OCCCC[C@H](C)Oc3ccc(NS(=O)(=O)c4c(C)noc4C)cc3C(=O)N([C@@H](C)CO)C[C@H]2C)cc1,0,·,·,·,0.1,1,·,1
Cc1ccc(SCC(=O)OCC(=O)N(C)CC(=O)Nc2ccccc2Cl)cc1,-7,0,-8,-6,-0.7,-1,7,-12
C[C@@H]1CN([C@H](C)CO)C(=O)Cc2cc(NS(=O)(=O)c3ccc(F)cc3)ccc2O[C@@H]1CN(C)Cc1ccncc1,-8,16,-2[16.7 µM],1,-0.1,2,-4,5
COCC(=O)Nc1ccc2c(c1)C(=O)N(C)C[C@H](OC)[C@H](C)CN(Cc1cncnc1)[C@H](C)CO2,-2,-2,-6[16.7 µM],2,1.2,0,6,-15
CCOc1ccccc1CNCCN1CCOCC1,14,0,-2,-4,·,·,-14,·
CCOC(=O)c1cc(C#N)c(Oc2cccc(C(F)(F)F)c2)nc1-c1ccccc1,-2,0,8,2,·,·,11,·
C[C@@H]1CN([C@@H](C)CO)C(=O)c2cc(NC(=O)CCCCCC(=O)Nc3ccccc3N)ccc2O[C@@H]1CN(C)S(C)(=O)=O,-11,·,·,·,-0.9,2,·,8

# The listing continues.
SMILES,PGC1a acetyl inh,Cneo AK release,miR122 inh,PglD DTNB,E-sel inducer,ERAP1 HTS inh,RAD54 branch,RAD52 anneal inh
CCOc1ccc(NC(=O)Nc2ccon2)cc1,·,-1,·,-10,-0.1,0,-7,-8
CCOc1ccc(S(=O)(=O)NC2=NCCCCC2)cc1,-1,3,1,-1,·,2,-3,-5
CN1CCN(CCCNC(=O)c2cn(C)c3ccc(S(=O)(=O)N(C)C)cc3c2=O)CC1,-4,2,-5,2,0.0,-1,6,-18
CCOc1cc(C=O)cc(Cl)c1OCC(N)=O,2,·,2,·,-0.3,0,·,-3
C[C@@H]1CN([C@H](C)CO)C(=O)Cc2cc(NC(=O)Nc3cccc4ccccc34)ccc2O[C@@H]1CN(C)Cc1ccc(Cl)c(Cl)c1,-28,-3,1[16.7 µM],3,1.3,0,-3,8
Cc1cc(C(=O)NCc2ccco2)on1,0,-1,-1,-2,-0.1,-4,-8,-15
C[C@H](CO)N1C[C@H](C)[C@H](CN(C)Cc2ccncc2)Oc2c(NS(=O)(=O)c3ccc(Cl)cc3)cccc2C1=O,3,-1,18[16.7 µM],-4,1.2,4,-8,-22
O=C(C[C@H]1CC[C@H]2[C@@H](COC[C@H](O)CN2Cc2cccc(C(F)(F)F)c2)O1)NCc1ccccc1,-2,-1,-4[16.7 µM],0,0.1,-4,11,-3
O=C(NCCN1C(=O)S/C(=C/c2ccccc2)C1=O)C1CC(=O)N(Cc2ccccc2)C1 (stereo not given),-10,-3,0,0,·,-1,0,-8
CO[C@H]1CN(C)C(=O)c2ccc(NC(C)=O)cc2OC[C@@H](C)N(Cc2ccc(F)cc2)C[C@@H]1C,-3,41,-8[16.7 µM],-2,0.0,2,7,-16

# Profiles, looked up by structure:
# Shown for `CCOc1ccc(S(=O)(=O)NC2=NCCCCC2)cc1` : PGC1a acetyl inh: -1; Cneo AK release: 3; miR122 inh: 1; PglD DTNB: -1; E-sel inducer: ·; ERAP1 HTS inh: 2; RAD54 branch: -3; RAD52 anneal inh: -5
# Shown for `CCOc1cc(C=O)cc(Cl)c1OCC(N)=O` : PGC1a acetyl inh: 2; Cneo AK release: ·; miR122 inh: 2; PglD DTNB: ·; E-sel inducer: -0.3; ERAP1 HTS inh: 0; RAD54 branch: ·; RAD52 anneal inh: -3

# Next section
SMILES,PGC1a acetyl inh,Cneo AK release,miR122 inh,PglD DTNB,E-sel inducer,ERAP1 HTS inh,RAD54 branch,RAD52 anneal inh
COc1ccc2c(CC(=O)NNC(=O)c3ccccc3F)coc2c1,-6,-1,3,3,0.1,2,2,-11
O=S(=O)(c1ccccc1)N1N=C(c2cccs2)CC1c1ccc(F)cc1 (stereo not given),-33,0,26,-2,·,0,-7,-17
Cc1ccc(CN2CC(C(=O)Nc3cc(C)ccn3)CC2=O)cc1 (stereo not given),3,·,5,-1,0.4,2,5,5
CC(C)(C)Cc1nc(-c2ccc(Cl)cc2)no1,10,6,-9,2,·,·,6,·
COC(=O)C(CCSC)NC(=O)Cn1ncc2c(=O)oc3ccc(C)cc3c21 (stereo not given),·,-1,-4,-3,0.7,6,-7,-3
COc1cc(/C=C(/C#N)C(=O)Nc2ccc(Cl)cc2)ccc1Oc1nc(Cl)ncc1F,3,·,·,·,11,-1,·,-8
CCCN(CCC)C(=O)CSc1nc2ccsc2c(=O)n1NC(=O)c1ccccc1,·,-1,3,0,·,·,-5,·
COc1ccccc1N1CCN(C(=O)c2cc(=O)c3cc(C)ccc3o2)CC1,4,-2,·,5,·,2,1,0
CCCCOc1ccc(C(=O)NCC2(c3ccccc3)CCOCC2)cc1,·,6,8,7,·,·,13,·
C[C@@H]1CN([C@@H](C)CO)C(=O)c2cc(NC(=O)Nc3ccccc3)ccc2O[C@@H](C)CCCCO[C@@H]1CN(C)C(=O)Cc1ccccc1,-23,-1,-4[16.7 µM],2,·,2,2,-3
Cc1ccccc1NS(=O)(=O)c1ccc(NC(=O)c2ccco2)cc1,0,-1,6,-4,·,·,16,·
COc1cc2[nH]c(=O)n(Cc3ccc(C(=O)N4CCC(N5CCCCC5)CC4)cc3)c(=O)c2cc1OC,3,1,-3,-3,·,·,40,·
